TRPC6 act: activates the mouse TRPC6 cation channel | Q61143 | HEK293-TRPC6 membrane potential dye fluorescence; stronger effect = higher value | B-score at 10 µM | 0.13% of 310,000 active | AID 2550;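 active = B-score of the integrated fluorescence ratio above library mean plus 3 SD, and starting fluorescence ratio within library mean plus 5 SD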;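 note: higher score means more depolarization so channel activation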
MrgX1 ag: human MrgX1 receptor agonism, primary screen. B-score at 10 µM. MrgX1-HEK293 cells, Fluo-4 calcium fluorescence, agonist mode; stronger effect = higher value. Q96LB2. 0.44% of 310,000 active;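 active = calcium response B-score plate-corrected fluorescence ratio at least 3 library SD, with starting fluorescence B-score inside 5 SD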
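Material: HEK293 cells stably expressing human MrgX1 receptor | Quantity: 15,000 cells per well | Times: Cells plated overnight, dye loaded 0.5 h 37 °C, 0.5 h room temperature | Measured by: Kinetic Fluo-4 NW fluorescence of intracellular calcium | Control set: Positive and negative controls per plate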
ANO1 activ: mouse TMEM16A channel activation, primary screen; HEK293 TMEM16A/YFP-H148Q/I152L, iodide quench fluorescence; stronger effect = lower value; B-score at 10 µM; 0.3% of 340,000 active;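 active = fluorescence-ratio B-score plate-corrected deviation score at least 3 library SD below zero, with starting fluorescence score within 5 deviations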;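 note: channel opened by trigger with iodide after compound preincubation; score built on the fluorescence ratio of max minus min over baseline; more negative score means more quench and so TMEM16A activation or potentiation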
TRPC4 inh: blocks the mouse TRPC4 cation channel | AID 2247 | HEK293 TRPC4beta/mu-opioid, DAMGO-evoked Fluo4 calcium flux; stronger effect = lower value | 0.39% of 300,000 active | B-score at 10 µM;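 active = B-score over 3 SD under the library average, no early fluorescence shift, positive overall ratio signal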
Target sequence (Q9QUQ5 whole entry, looked up): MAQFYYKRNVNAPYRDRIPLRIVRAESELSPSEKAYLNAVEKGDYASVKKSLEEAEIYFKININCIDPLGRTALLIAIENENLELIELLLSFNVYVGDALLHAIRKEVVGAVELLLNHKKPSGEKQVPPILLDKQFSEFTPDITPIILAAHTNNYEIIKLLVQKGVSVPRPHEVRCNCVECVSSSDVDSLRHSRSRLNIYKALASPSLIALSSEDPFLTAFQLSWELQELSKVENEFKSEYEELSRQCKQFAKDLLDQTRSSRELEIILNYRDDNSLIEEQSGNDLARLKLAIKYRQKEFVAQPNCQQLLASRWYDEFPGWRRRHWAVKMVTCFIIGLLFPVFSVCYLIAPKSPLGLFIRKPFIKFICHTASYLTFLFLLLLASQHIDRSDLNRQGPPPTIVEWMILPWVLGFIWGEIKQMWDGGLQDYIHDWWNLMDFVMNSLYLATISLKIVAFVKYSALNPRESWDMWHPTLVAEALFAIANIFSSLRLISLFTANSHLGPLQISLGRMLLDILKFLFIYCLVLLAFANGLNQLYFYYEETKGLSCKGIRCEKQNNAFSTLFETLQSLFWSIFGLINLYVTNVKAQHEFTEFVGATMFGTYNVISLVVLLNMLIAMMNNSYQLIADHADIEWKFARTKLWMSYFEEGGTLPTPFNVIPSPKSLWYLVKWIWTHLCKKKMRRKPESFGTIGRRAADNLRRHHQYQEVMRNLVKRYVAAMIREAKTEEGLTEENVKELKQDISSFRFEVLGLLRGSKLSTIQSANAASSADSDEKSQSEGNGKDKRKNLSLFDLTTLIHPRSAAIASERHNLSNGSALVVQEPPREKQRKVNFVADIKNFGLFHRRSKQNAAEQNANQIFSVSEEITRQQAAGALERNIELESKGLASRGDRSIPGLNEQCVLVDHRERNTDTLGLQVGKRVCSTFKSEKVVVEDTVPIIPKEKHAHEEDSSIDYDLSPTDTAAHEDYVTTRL
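Assay system – HEK293 line stably carrying TRPC4beta and mu-opioid receptor · Doses – single dose · Detection – Fluo4 calcium-dye fluorescence, kinetic read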
SKKanGAS inh: SKKanGAS growth inhibition. S. pyogenes SKKanGAS, kanamycin growth, BacTiter-Glo, 6 h. inhibition, % at 7.5 µM. 1.3% of 300,000 active;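 active = mean replicate score, as percent of positive control median, at least 50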;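 note: strain carries kanamycin resistance gene driven by streptokinase promoter and grows in 40 µg/ml kanamycin; loss of luminescence reflects streptokinase promoter inhibition or plain growth inhibition; 0% = median of DMSO wells and 100% = positive control at its reference dose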
TMEM16A inh: blocks the mouse calcium-activated chloride channel TMEM16A. normalized B-score (activity score, 25-100; higher = stronger inhibition) at 10 µM. Q8BHY3. 1.2% of 310,000 active. HEK293 TMEM16A/YFP iodide influx fluorescence, ionomycin;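 active = ratio plate-corrected score three or more library SD toward inhibition, starting fluorescence score within five deviations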;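 note: score derived from kinetic fluorescence span divided by baseline fluorescence per well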
TRPC4 act: activators of mouse TRPC4 channel. HEK293 TRPC4beta/mu-opioid, Fluo4 calcium fluorescence; stronger effect = higher value. AID 2237. 0.49% of 310,000 active. B-score at 10 µM;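 active = B-score above 5 SD of library B-scores, and initial fluorescence ratio not above library mean plus 5 SD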;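 note: positive B-score marks a calcium rise read as TRPC4 activation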
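Assay system: HEK293 cells stably co-expressing mouse TRPC4beta and mu-opioid receptor / Timing: Fluo4 dye loading 45 min at room temperature, 110 s recording / Signal: Fluo4 calcium-sensitive dye fluorescence, kinetic, 1 Hz baseline / Read-out: integrated baseline-normalised fluorescence ratio, converted to per-well B score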
TRPC4 PAM: allosteric potentiators of mouse TRPC4 channel. HEK293 TRPC4beta/mu-opioid, DAMGO EC20, Fluo-4 Ca2+ flux; stronger effect = higher value. B-score at 10 µM. 0.42% of 310,000 active. AID 2227;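 active = B-score of calcium response area above 5 SD of library B-scores, with initial fluorescence ratio within 5 SD of library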;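 note: B-score of integrated fluorescence ratio over time as area under calcium response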
MrgX1 allo act: allosterically activates human MrgX1 receptor signaling. Q96LB2. MrgX1-HEK293, Fluo-4 calcium flux, FDSS; stronger effect = higher value. B-score at 10 µM. 0.63% of 310,000 active. AID 588675;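 active = plate-corrected calcium response at least 3 library SD above typical, normal starting fluorescence, not activating the receptor alone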;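 note: compound read alongside a low EC10 to EC30 dose of BAM8-22 agonist; peak minus trough fluorescence over baseline measured at the second addition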
MrgX1 antag: antagonists of human MrgX1 receptor | Q96LB2 | AID 588676 | B-score at 10 µM | MRGX1-HEK293 calcium flux, Fluo-4, BAM8-22 antagonism; stronger effect = lower value | 1.3% of 310,000 active;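 active = calcium-response B-score plate-corrected more than 3 library SD below zero, starting fluorescence within 5 deviations, no agonist response on first addition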;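 note: peak minus trough fluorescence over baseline after final BAM8-22 challenge near maximal dose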
TRPC6 inh: mouse TRPC6 channel inhibition; Q61143; HEK293-TRPC6, membrane potential dye, ACh-evoked depolarization; stronger effect = lower value; B-score at 10 µM; 1.1% of 310,000 active; AID 2553;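 active = B-score under library mean minus 3 SD, initial fluorescence not abnormally high, positive integrated signal ratio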;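 note: B-score derived from integrated fluorescence ratio over the kinetic read; more negative B-score means stronger inhibition of depolarization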
Numbers without * were called inactive; i = inactive; · = no result given.

SMILES | TRPC6 act | MrgX1 ag | ANO1 activ | TRPC4 inh | SKKanGAS inh | TMEM16A inh | TRPC4 act | TRPC4 PAM | MrgX1 allo act | MrgX1 antag | TRPC6 inh
O=C(Nc1cccnc1)c1ccccc1NS(=O)(=O)c1ccc(F)cc1 | i | i | i | i | 2.8 | i | i | i | i | i | i
O=Cc1c(NCCN2CCOCC2)c2ccccc2[nH]c1=O | i | i | i | i | 0.3 | i | i | i | i | i | i
CC(N=C1NC(C)(C)Cc2ccccc21)C(=O)O (stereo unspecified) | i | i | i | i | -0.5 | i | i | i | i | i | i
Cc1ccc(NC(=O)CCC(=O)NNS(=O)(=O)c2ccc(Cl)cc2)cc1C | i | i | i | i | · | i | i | i | i | i | i
CC(C)N(CCNC(=O)c1cn(C)c2ccc(S(=O)(=O)N(C)C)cc2c1=O)Cc1ccccc1 | i | i | i | i | -5.4 | i | i | i | i | i | i
Cc1ccc(NC(=O)Nc2cnccn2)cc1C | i | i | i | i | 1.9 | i | i | i | i | i | i
O=C(NCCCCc1ccccc1)c1ccc(Br)cc1 | i | i | i | i | -23.2 | i | i | i | i | i | i
O=C1Nc2cccnc2N(C(=O)CCl)c2ccccc21 | i | i | i | i | 2.5 | i | i | i | i | i | i
COc1ccc(NC(=O)c2nc3nccc(C)n3n2)cn1 | i | i | i | i | 3.9 | i | i | i | i | i | i
CCn1c(-c2ccc(C)cc2)nn(CC(=O)NCCc2ccccc2)c1=S | i | i | i | i | -3.9 | i | i | i | i | i | i
CCC(CCC(=O)Nc1cccc(C(=O)O)c1)C(=O)O (stereo unspecified) | i | i | i | · | 0.1 | i | i | i | i | i | i
C=CCn1c(SCC(=O)NCc2ccco2)nnc1-c1ccc2ccccc2n1 | i | i | i | i | -12.8 | i | i | i | i | i | i
O=C(NC(Cc1c[nH]c2ccccc12)C(=O)Nc1ccc(F)cc1)c1cccs1 (stereo unspecified) | i | i | i | i | 4.3 | i | i | i | i | i | i
COc1ccccc1CO/N=C/c1cccn1-c1nccc(N(C)C)c1C#N | i | i | i | i | -3.7 | i | i | i | i | i | i
CC(=O)[C@H]1[C@H](CCc2ccccc2)NC(=O)N(Cc2ccccc2)[C@@H]1C | i | i | i | · | 0.8 | i | i | i | i | i | i
O=C(Nc1cccc(F)c1)C1CCCN1C(=O)OCc1ccccc1 (stereo unspecified) | i | i | i | i | -3.3 | i | i | i | i | i | i
CCCN(CC(=O)Nc1ccccc1C)C(=O)c1ccc(-c2ccccc2)cc1 | i | i | i | i | -0.1 | i | i | i | i | i | i
CS(=O)(=O)N1CCN(c2ccc([N+](=O)[O-])cc2C(F)(F)F)CC1 | i | i | i | i | 11.6 | i | i | i | i | i | i
CSc1ncc(C(=O)Nc2cc(C)ccc2C)c(C)n1 | i | i | i | i | 5.1 | i | i | i | i | i | i
CCOc1cccc2sc(NC(=O)CCS(=O)(=O)c3ccccc3)nc12 | i | i | i | i | 35.4 | i | i | i | i | i | i
COc1ccc(C(NC(C)=O)c2cc(Cl)c3cccnc3c2O)cc1OC (stereo unspecified) | i | i | i | i | 54.8* | i | i | i | i | i | i
CC(=O)OCCNC(=O)c1cc2ccccc2oc1=O | i | i | i | i | 2.0 | i | i | i | i | i | i
C/C(=N\OC(=O)NC1CCCCC1)c1sc(-c2ccccc2)nc1C | i | i | i | i | 2.0 | 25* | i | i | i | i | i
COCC1CCN(Cc2nc(-c3ccc4c(c3)OCO4)no2)C1 (stereo unspecified) | i | i | i | i | 0.5 | i | i | i | i | i | i
Cc1csc(=Nc2ccccc2)n1Cc1ccco1 | i | i | i | i | -4.2 | i | i | i | i | i | i

Next entries.
SMILES | TRPC6 act | MrgX1 ag | ANO1 activ | TRPC4 inh | SKKanGAS inh | TMEM16A inh | TRPC4 act | TRPC4 PAM | MrgX1 allo act | MrgX1 antag | TRPC6 inh
COc1ccc(-c2csc(NC(=S)NC(=O)/C=C/c3ccco3)n2)cc1OC | i | i | i | i | 13.0 | i | i | i | i | i | i
O=C(c1ccc(N2CCOCC2)cc1)c1cccs1 | i | i | i | i | 4.5 | i | i | i | i | i | i
O=C(COc1ccc(Cl)cc1)Nc1ccc2c(c1)nc1n2CCOC1 | i | i | i | i | -0.9 | i | i | i | i | i | i
COc1ccc(OCC(=O)OCCNC(=O)c2cccnc2)cc1 | i | i | i | i | -16.6 | i | i | i | i | i | i
CC(=O)c1ccc(Oc2cc(C)nc(-n3nc(C)cc3C)n2)cc1 | i | i | i | i | 13.5 | i | i | i | i | i | i
CC(=O)Oc1ccc(-c2cccc(C(=O)OCC(=O)N(C)c3ccccc3)c2)cc1 | i | i | i | i | -17.7 | i | i | i | i | i | i
CCOc1ccc(S(=O)(=O)N2CCC(C(=O)NCCc3ccccc3)CC2)cc1 | i | i | i | i | 4.5 | i | i | i | i | i | i
Cc1noc(C)c1S(=O)(=O)NCCN1CCN(c2ccccc2)CC1 | i | i | i | i | -0.8 | i | i | i | i | i | i
O=C1C2C3C=CC(C3)C2C(=O)N1c1ccc2c(c1)CCC2 (stereo unspecified) | i | i | i | i | -2.4 | i | i | i | i | i | i
COc1ccc(C)cc1S(=O)(=O)Nc1cccc(SC)c1 | i | i | i | i | 0.5 | i | i | i | i | i | i
CCN(CC)C(=O)CSc1n[nH]c(=O)n1CCc1ccccc1 | i | i | i | i | -0.2 | i | i | i | i | i | i
CCOC(=O)Cc1csc(NC(=O)CCS(=O)(=O)Cc2ccccc2)n1 | i | i | i | i | -7.1 | i | i | i | i | i | i
O=S(N1CCCCCC1)C12CC3CC(CC(C3)C1)C2 (stereo unspecified) | i | i | i | i | -3.3 | i | i | i | i | i | i
O=C(O)c1ccc(CSc2ccccn2)cc1 | i | i | i | i | -6.8 | i | i | i | i | i | i
Cc1ccc(NC(=O)CN(C(=O)N2CCN(C)CC2)S(=O)(=O)c2ccc(C)cc2)cc1 | i | i | i | i | 3.0 | i | i | i | i | i | i
CC(=O)Oc1ccc(N(c2ccccc2)S(=O)(=O)c2ccc(C)cc2)cc1 | i | i | i | i | -3.3 | i | i | i | i | i | i
O=C(c1cccs1)N1CCN(Cc2ccncc2)CC1 | i | i | i | i | -6.3 | i | i | i | i | i | i
O=C(Nc1nc(-c2ccc(F)cc2)cs1)C1CCN(C(=O)c2ccc(F)cc2)CC1 | i | i | i | i | 21.3 | 25* | i | i | i | i | i
O=C(NCc1cccc(C(F)(F)F)c1)c1cccc(S(=O)(=O)NCc2ccccc2)c1 | i | i | i | i | -7.5 | i | i | i | i | i | i
O=C(c1ccccc1)c1ccc(NCCCn2ccnc2)c([N+](=O)[O-])c1 | i | i | i | i | -4.2 | i | i | i | i | i | i
CC(=O)c1ccc(NC(=O)C2(S(=O)(=O)c3ccccc3)CC2)cc1 | i | i | i | i | 2.8 | i | i | i | i | i | i
COC(=O)C1=C(N)c2c(F)cccc2C1(C#N)c1ccc(F)cc1 (stereo unspecified) | i | i | i | i | -2.4 | i | i | i | 8.44* | i | i
O=S(=O)(c1ccc(NC(=S)N2CCN(c3ccccc3F)CC2)cc1)N1CCOCC1 | i | i | i | i | -3.9 | i | i | i | i | i | i
CCOC(=O)N1C=CC=C[C@@H]2[C@@H](N3C(=O)c4ccccc4C3=O)C(=O)N21 | i | i | i | i | -3.5 | i | i | i | i | i | i
CC1CN(C(=O)COC(=O)c2cccs2)CC(C)O1 (stereo unspecified) | i | i | i | i | -2.1 | i | i | i | i | i | i

(continued)
SMILES | TRPC6 act | MrgX1 ag | ANO1 activ | TRPC4 inh | SKKanGAS inh | TMEM16A inh | TRPC4 act | TRPC4 PAM | MrgX1 allo act | MrgX1 antag | TRPC6 inh
COc1ccc(/C=C/C(=O)NCCN2CCOCC2)cc1OC | i | i | i | i | 1.9 | i | i | i | i | i | i
CCc1cc(C(c2ccccn2)N2CCN(C)CC2)c(NC(=O)c2ccccc2)s1 (stereo unspecified) | i | i | i | i | -11.3 | i | i | i | i | i | i
CC(=O)c1cccc(N2C(=O)Nc3ccccc3N2O)c1 | i | i | i | i | -5.0 | i | i | i | i | i | i
CCc1ccccc1NC(=S)N(CCN(C)C)C(C)c1cccnc1 (stereo unspecified) | i | i | i | i | -4.8 | i | i | i | i | i | i
CCCSC1C(C)=C(C)C(=O)N1Cc1ccccc1 (stereo unspecified) | i | i | i | i | 14.2 | i | i | i | i | i | i
Cc1ccccc1/C(N)=N/OC(=O)c1ccc(F)cc1 | i | i | i | i | 10.1 | i | i | i | i | i | i
COCc1cc(C)nc(N)c1C#N | i | i | i | i | -2.9 | i | i | i | i | i | i
CCC(=O)N1CCN(c2ccc(NC(=S)NC(=O)COc3ccccc3)cc2)CC1 | i | i | i | i | 30.1 | i | i | i | i | i | i
COc1ccc([N+](=O)[O-])cc1NC(=O)C1CCCO1 (stereo unspecified) | i | i | i | i | -6.6 | i | i | i | i | i | i
COc1ccc(NS(=O)(=O)c2cccs2)c(OC)c1 | i | i | i | i | 2.9 | i | i | i | i | i | i
O=S(=O)(Nc1cccnc1)c1cccs1 | i | i | i | i | 2.5 | i | i | i | i | i | i
O=C(CSc1nnc(-c2cc3ccccc3cc2O)n1Cc1ccco1)c1ccc(F)cc1 | i | i | i | i | 36.1 | i | i | i | i | i | i
O=C(COc1ccccc1)Nc1ccccc1Cl | i | i | i | i | -19.9 | i | i | i | i | i | i
O=C(Nc1ccc(Cl)cc1)C(c1ccccc1)N(CCO)CCO (stereo unspecified) | i | i | i | i | 22.6 | i | i | i | i | i | i
Cc1ccc(CNC(=O)c2cn(C)c(=O)c3c2c2ccccc2n3C)o1 | i | i | i | i | 4.3 | i | i | i | i | i | i
CCOc1cccc(C(=O)NNC(=O)C2C3C=CC(C3)C2C(=O)O)c1 (stereo unspecified) | i | i | i | i | -2.3 | i | i | i | i | i | i
COc1ccc(C)cc1NC(=O)c1c([N+](=O)[O-])cnn1C | i | i | i | i | -3.5 | i | i | i | i | i | i
CC(C)NC(=S)NN=C1CCC(c2ccccc2)CC1 (stereo unspecified) | i | i | i | i | 6.6 | i | i | i | i | i | i

Rows are unselected; 6.7% or so of the library scored in one or more.
